# POLB inh = DNA polymerase beta (human) inhibition; Pol beta primer extension/strand displacement, fluorescence kinetic; Potency, µM (highest dose often 114 µM), for inactives: at the top dose activity change, negative = inhibition, hits mostly inhibitors; 340,000 compounds, 1.3% hits; also: % is scaled to controls: 0 for no effect and ±100 for the full control effect
#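 Homogeneous kinetic assay of primer extension and strand displacement by 10 nM Pol beta, preincubated 15 min at room temperature with compound before 50 nM substrate (final) was added. Read at 0 and 10 min; four-parameter Hill fit.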
# BLM inh = inhibitors of human Bloom syndrome helicase BLM; P54132; recombinant BLM DNA unwinding, fluorescence dequenching; Potency, µM (top dose mostly 56.1 µM), without a hit: at the highest dose activity change, negative = inhibition, most hits filed as inhibitors; 350,000 compounds, 0.2% hits;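 also: plate controls were vehicle for no effect and no enzyme for full effect; nearly all actives have a fitted effect of over 35% in size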
# POLH inh = blocks human DNA polymerase eta activity. Q9Y253. recombinant Pol eta, fluorescent DNA replication assay. Potency, µM (series often up to 114 µM), for inactives: at the top dose activity change, negative = inhibition, hits mostly inhibitors. 390,000 compounds, 1.2% hits. AID 588591; also: % is scaled to controls: 0 for no effect and ±100 for the full control effect
#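 Fluorescent replication assay: 50 nM final substrate added after a 15 min room-temperature compound preincubation with 10 nM enzyme. Signal taken at 0 min and again at 10 min.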
# Pol iota inh = DNA polymerase iota (human) inhibition; Pol iota fluorescent replication assay, 10 min; Potency, µM (doses to about 115 µM), for the others: at the top dose activity, negative = inhibition, actives largely listed as inhibitors; 390,000 compounds, 1% hits; AID 588590
#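 Fluorescent replication assay read twice, at 0 min and 10 min after adding 50 nM (final) substrate. Enzyme (10 nM) and compounds were first incubated 15 min at room temperature; enzyme-free buffer wells were negative controls.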
# POLK inh = DNA polymerase kappa (human) inhibition. purified Pol kappa, fluorescent DNA synthesis assay, 10 min. Potency, µM (doses to about 107 µM), inactives show at the top dose activity, negative = inhibition, most hits filed as inhibitors. 400,000 compounds, 0.53% hits; also: % is scaled to controls: 0 for no effect and ±100 for the full control effect
#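 10 nM Pol kappa was preincubated with compounds for 15 min at room temperature. Reaction started with 50 nM (final) substrate. Fluorescence read kinetically at 0 and 10 min.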
# G9a block = blocks human histone lysine methyltransferase G9a; Q96KQ7; G9a H3K9 monomethylation, AlphaScreen, 2 h; Potency, µM (top dose mostly 102 µM), for inactives: at the top dose activity, negative = inhibition, most hits filed as inhibitors; 350,000 compounds, 8.8% hits; also: % is scaled to controls: 0 for no effect and ±100 for the full control effect; nearly all actives have a fitted effect of over 75% in size
#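 Quantitative HTS format: methyltransferase activity on a biotin-tagged H3K9 peptide is measured by AlphaScreen, using a rabbit anti-monomethyl-H3K9 antibody with streptavidin donor and anti-IgG acceptor beads. Final levels are 20 nM enzyme, 500 nM peptide, 20 uM SAM; 2 h RT.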
# APE1 inh = blocks human APE1 abasic DNA cleavage. P27695. recombinant APE1, TAMRA/BHQ-2 abasic DNA cleavage fluorescence. Potency, µM (top dose mostly 65.8 µM), inactives show at the top dose activity change, negative = inhibition, most hits filed as inhibitors. 350,000 compounds, 0.35% hits;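 also: plate controls were vehicle for no effect and reference inhibitor for full effect; nearly all actives have a fitted effect of over 55% in size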
#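 Enzyme (0.75 nM final) and test compound are incubated 15 min at room temperature before adding 50 nM quenched THF abasic-site duplex. Cleavage dequenches TAMRA, followed at 525/598 nm over three reads one minute apart.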
# BAZ2B block = inhibitors of human BAZ2B bromodomain | Q9UIF8 | 360,000 compounds, 4.4% hits | AlphaScreen BAZ2B-H3K14Ac peptide displacement | AID 504333 | Potency, µM (highest dose often 114 µM), for inactives: at the top dose activity change, negative = inhibition, hits mostly inhibitors; also: % is scaled to controls: 0 for no effect and ±100 for the full control effect; nearly all actives have a fitted effect of over 60% in size
#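 In this displacement format the biotinylated H3(5-23) peptide acetylated at Lys14 serves as ligand at 50 nM, with BAZ2B at 50 nM in PBS pH 7.4 containing 0.01% Tween-20. Donor and acceptor beads are 10 ug/mL final.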
# JMJD2A Tudor = JMJD2A Tudor domain (human) inhibition; O75164; AID 504339; 390,000 compounds, 4.4% hits; Potency, µM (highest dose often 114 µM), for the others: at the top dose activity change, negative = inhibition, actives largely listed as inhibitors; AlphaScreen JMJD2A-Tudor / H3K4me3 peptide binding; also: % is scaled to controls: 0 for no effect and ±100 for the full control effect; nearly all actives have a fitted effect of over 50% in size
# * marks the source's active call; other numbers are inactive results; ? = inconclusive; nt = not tested or not shown; [ ] = remark or other dose. Calls follow the shape of the dose curve; as a rule, active = well fitted curve in the direction sought with a large enough effect; inconclusive = small, poorly fitted or top-dose-only effect, or another doubt; inactive = no such curve, though single readings can be large; an effect the other way counts as inactive or inconclusive. Potency is read from the fitted curve at half-maximal effect.
SMILES,POLB inh,BLM inh,POLH inh,Pol iota inh,POLK inh,G9a block,APE1 inh,BAZ2B block,JMJD2A Tudor
Cc1cccc(C)c1-n1ncc(C(=O)O)c1C1CCN(C(=O)OC(C)(C)C)CC1,-4%,0%,-16%,26%,1%,7%[59 µM],nt,3%,9%
CCC(C)c1ccccc1NC(=O)c1cccnc1 (stereo unspecified),7%,2%,-14%,39%[activator],-3%,5%[12.7 µM],2%,2%,-11%
COC(=O)c1c(NC(=O)/C=C/c2ccc3c(c2)OCO3)sc(C)c1C,-22%,-6%,-12%,10%,-17%,11%[59 µM],10%,3%,-8%
Cc1ccc(NC(=S)N2CCC(O)CC2)c(C)c1,-2%,-6%,-3%,-4%,-4%,10%,?,-17%,-12%
CN(C)C(=O)N1CCC(C(=O)N2CCCC(C(=O)c3ccc(C(C)(C)C)cc3)C2)CC1 (stereo unspecified),20%,-4%,-6%,-19%,1%,-12%,-1%,1%,-12%
COc1ccccc1NCCC#N,53%,-9%,9%,-1%,-8%,?,6%,4%,-8%
Fc1ccc(CNCc2cccc(Br)c2)cc1,22%,-8%,-14%,-2%,0%,6%[59 µM],1%,7%,7%
Cc1ccc(N(C(=O)CNC(=O)c2ccco2)C(C(=O)NCC2CCCO2)c2ccccc2)cc1C (stereo unspecified),65%,-1%,7%,108%[activator],-9%,14%,-2%,-16%,-5%
CCOc1ccc(C(=O)C(C)=O)c(OCC)c1,2%,-8%,-22%,22%,1%,?,2%,-18%,3%
COc1ccc(C(=O)c2cnc(C(C)C)n2C)cc1,33%,0%,-4%,-4%,-1%,-3%[12.7 µM],-1%,-7%,-8%
CC1(c2ccccc2)CC(c2ccccc2)=Nc2ccccc2N1 (stereo unspecified),29%,-2%,-23%,14%,-11%,nt,13%,?,-19%
COc1ccc(C(C)C)cc1S(=O)(=O)NCc1ccccn1,4%,-1%,-17%,-6%,-11%,10%[12.7 µM],-1%,-4%,2.2µM*
CCOC(=O)N1CCC(NC(=O)CN2C(=O)CSc3nc(C)cc(C)c32)CC1,11%,0%,nt,nt,nt,11%,9%,0%,nt
CCCCN(CC)Cc1c(O)ccc2c(-c3ccccc3)cc(=O)oc12,10%,0%,-2%,38%[activator],2%,?,-1%,5%,1%[11.4 µM]
Cc1c(NS(=O)(=O)c2ccc(C(=O)NCc3ccc(F)cc3)cc2)c(=O)n(-c2ccccc2)n1C,nt,nt,-9%,7%,10%,11%[12.7 µM],-15%,3%,-2%
CCOc1ccc(/C=N/NC(=S)NC2CC3CCC2C3)cc1 (stereo unspecified),?,-8%,?,-21%[58.9 µM],-7%,0%,0%,-18%,-19%
CCOc1ccc(N2CC(NC(=O)c3ccc(S(=O)(=O)N4CCOCC4)cc3)CC2=O)cc1 (stereo unspecified),2%,-3%,-2%,12%,-8%[60.1 µM],5%[59 µM],nt,4%,-3%
O=[N+]([O-])c1ccc2oc(C(O)c3cccc(Cl)c3)cc2c1 (stereo unspecified),?,-11%,-17%,-5%,-7%,6%[12.7 µM],1%,-15%,-27%
CSc1ccc(C2c3c(oc4cc(C)cc(C)c4c3=O)C(=O)N2CCO)cc1 (stereo unspecified),4%,-5%,nt,-26%,-5%,-3%[59 µM],nt,-5%,-8%
Clc1cccc(N/N=C/c2ccncc2)c1,-12%,-3%,-14%,-11%,-11%,?,1%,-32%,?
Cc1ccc2[nH]c3c(=O)n(CC(=O)Nc4ccc(Br)cc4C)ncc3c2c1,1%,2%,-5%,-13%,-12%,-3%[59 µM],nt,7%[57.1 µM],-18%
COc1ccc2oc(=O)c(C(=O)NCCc3c(C)[nH]c4c(C)cccc34)cc2c1,?,-8%,-12%,-10%,-11%,-27%[59 µM],nt,-37%,?
N#Cc1c(C(F)(F)F)cc(=O)n2c1[nH]c1ccccc12,33%,-4%,7%,122%[activator],0%,-1%,18%,-1%,13%
CCn1c(C)nc([N+](=O)[O-])c1Sc1ccc(F)cc1,-22%,5%,4%,20%,0%,21%[59 µM],1%,-1%,-4%
Cc1nnc2sc(SCC(=O)Nc3cccc(Cl)c3)nn2c1=O,2%,-6%,-22%,2%,-4%,6%,-6%,40µM*,?

# Entries shown so far that have a nitro group on carbon (2):
SMILES,POLB inh,BLM inh,POLH inh,Pol iota inh,POLK inh,G9a block,APE1 inh,BAZ2B block,JMJD2A Tudor
O=[N+]([O-])c1ccc2oc(C(O)c3cccc(Cl)c3)cc2c1 (stereo unspecified),?,-11%,-17%,-5%,-7%,6%[12.7 µM],1%,-15%,-27%
CCn1c(C)nc([N+](=O)[O-])c1Sc1ccc(F)cc1,-22%,5%,4%,20%,0%,21%[59 µM],1%,-1%,-4%

# Following part
SMILES,POLB inh,BLM inh,POLH inh,Pol iota inh,POLK inh,G9a block,APE1 inh,BAZ2B block,JMJD2A Tudor
CCOc1ccc(S(=O)(=O)NC(C)C(=O)NCc2cccnc2)cc1 (stereo unspecified),-3%,-2%,-8%,0%,-1%,-46%,30%,3%,-2%
COC(=O)C1(CCSC)NC(c2ccc(OC)cc2OC)C2C(=O)N(c3cccc(C(C)=O)c3)C(=O)C21 (stereo unspecified),-16%,-2%,-22%,15%,-10%,-5%,-3%,-5%,-24%
COC(=O)C(CC(=O)c1ccc(Br)cc1)n1cccn1 (stereo unspecified),5%,-4%,-14%,114%[activator],-3%,40µM*,9%,1%,-10%
CCOc1ccccc1NC1c2ccccc2C(=O)N1c1cccnc1 (stereo unspecified),18%,-4%,3%,-3%,-11%,79µM*,18%,7%,-16%
CC(NC(=O)c1ccncc1)C(c1cccs1)N1CCOCC1 (stereo unspecified),29%,5%,-2%,16%,-20%,21%[59 µM],0%,4%,-2%
O=c1[nH]c(C2CCN(S(=O)(=O)c3ccccc3F)CC2)nc2c1nnn2Cc1ccc2c(c1)OCCO2,33%,-9%,-31%,10%,-3%,-2%,45%,-19%,-21%
Cc1[nH]c2ccccc2c1C1(O)C(=O)N(Cc2ccccc2)c2ccc(Cl)cc21 (stereo unspecified),3%,-15%,-29%,15%,-9%,?,nt,?,?
Cc1cc(CN(C)C(=O)c2cc(COc3ccc(C)c(C)c3)on2)on1,9%,-6%,-15%,19%,-7%,66%[activator],5%,11%,1%
Cc1ccc(C2Nc3ccccc3-n3c(-c4ccccc4)c4c(=O)n(C)c(=O)n(C)c4c32)o1 (stereo unspecified),1%,-2%,-11%,-8%,1%,-28%[59 µM],nt,4%,-12%
COc1cccc(C2c3[nH]c4ccccc4c3C[C@H]3C(=O)N(C4CCN(Cc5ccccc5)CC4)CC(=O)N23)c1 (stereo partly specified),3%,-8%,-1%,-5%,8%,5%[12.7 µM],-18%,?,?
CCC(C)NC(=O)Cn1c(=O)n(-c2ccc(Cl)c(Cl)c2)c(=O)c2c(C)c(C(=O)N(CC)CC)sc21 (stereo unspecified),-1%,-2%,-2%,7%,0%[60.1 µM],9%[59 µM],nt,1%,-11%
Cc1cc(C(=O)Nc2cccc(C(=O)O)c2)oc1C,-8%,1%,?,-4%,-15%,-25%[59 µM],-4%,-4%,-11%[11.4 µM]
Cc1nnc(SCC(=O)Nc2ccccc2F)n1-c1ccc(F)cc1,1%,-1%,-6%,-18%,9%,13%,43%,-14%,-2%
CCOP(=O)(OCC)C(NC(=O)Nc1cccc(Cl)c1)c1ccccc1 (stereo unspecified),14%,-5%,-17%,3%,3%,-5%,0%,5%,-2%
CCC(c1nnnn1CC1CCCO1)N(CCCO)Cc1cc2cccc(C)c2[nH]c1=O (stereo unspecified),4%,3%,-12%,24%,5%,?,7%,3%,-17%
CCN(CC)C(=O)[C@H]1C[C@H](CC(=O)NCc2cccc(C(F)(F)F)c2)C(=O)N2CCc3c([nH]c4ccc(Cl)cc34)[C@]12C,nt,nt,-16%,-28%,-26%,nt,-25%,nt,-31%
Cc1ccc2onc(CC(=O)Nc3ccc(C(C)C)cc3)c2c1,-2%,-3%,-21%,7%,-11%,-2%[59 µM],nt,-21%,-14%
COc1ccc(C(=O)NCc2ccco2)cc1S(=O)(=O)NC1CC1,nt,nt,-20%,-8%,7%,10%[2.33 µM],11%,2%,-10%
CCC(=O)NNc1nc2c(F)cccc2s1,1%,-3%,-21%,30%,-5%,?,-6%,-19%,-11%
O=C(Nc1ccc([N+](=O)[O-])cc1NC(=O)c1ccccc1)c1ccccc1,nt,nt,-6%,33%[activator],0%,nt,nt,nt,-7%
O=c1/c(=C\c2ccc(O)cc2)sc2nc(-c3ccccc3)c(-c3ccccc3)n12,-9%,0%,1%,?,-13%,?,-9%,?,-18%[11.4 µM]
Cn1c(=O)c2c(nc(NCCNC(=O)c3ccco3)n2Cc2ccccc2)n(C)c1=O,38%,1%,-14%,86%[activator],-10%,7%,6%,0%,-6%
O=C(COc1ccc(/C=N/NS(=O)(=O)c2ccccc2)cc1)NCCc1ccccc1,10%,-2%,-10%,-12%,6%,-5%[2.33 µM],-2%,-4%,-1%
COc1ccc(-c2cc(C(=O)NNC(=O)c3csc(N4CCOCC4)n3)c3ccccc3n2)cc1,nt,nt,1%,17%,-5%,-3%,15%,7%,-15%
COc1cc(C)c(NC(=O)COc2cccc3c2OC(C)(C)C3)cc1OC,nt,nt,-12%,?,-3%,?,-7%,-2%,-3%
CC(=O)N1CCC(=NNc2nc3ccccc3[nH]2)CC1,-11%,-2%,-7%,37%[activator],-5%,45µM*,-2%,28µM*,25µM*
COc1ccc(NC(=O)c2[nH]c(C)c(C(C)=O)c2C)cc1,-2%,-2%,-21%,75%[activator],1%,-32%,-4%,-33%,-31%
NC(=NC(=O)c1ccccc1)N1CCOCC1,42%,1%,-18%,1%,-8%,3%[59 µM],0%,-2%,1%
COc1ccc(N2CC(NC(=O)C(=O)c3c[nH]c4ccccc34)CC2=O)cc1 (stereo unspecified),2%,0%,-7%,-5%,3%[60.1 µM],5%[59 µM],nt,4%,5%

# Quoted at random: two entries already listed, in no set order.
SMILES,POLB inh,BLM inh,POLH inh,Pol iota inh,POLK inh,G9a block,APE1 inh,BAZ2B block,JMJD2A Tudor
COc1ccc(C(=O)NCc2ccco2)cc1S(=O)(=O)NC1CC1,nt,nt,-20%,-8%,7%,10%[2.33 µM],11%,2%,-10%
COc1ccc(NC(=O)c2[nH]c(C)c(C(C)=O)c2C)cc1,-2%,-2%,-21%,75%[activator],1%,-32%,-4%,-33%,-31%

# An excerpt; count on the stated rates, not on these rows.
